XiGFP reactiv – activators of inactive X chromosome reactivation, primary screen, imaging, XiGFP fibroblasts, GFP high-content imaging, set 2. activation, % at 7.58 µM. XiGFP mouse fibroblasts, % GFP-positive cells imaging, 3 d; cells co-treated with 5-aza-dC sensitizer; scaled so ellipticine positive control = 100%. AID 743238, 2013. 0.055% of 360,000 active;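 active = mean normalized replicate activation at least 10% and every replicate at or above 10%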;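 note: 0% = median of on-plate neutral control wells and 100% = ellipticine 6 µM median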
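System: XiGFP fibroblasts, SV40-immortalized. Medium: DMEM plus 5-aza-dC sensitizer. Doses: single point. Timing: 3 d treatment, 15 min room-temperature fixation. Control set: ellipticine 6 µM.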
LGR2 inh – inhibitors of bursicon-induced LGR2 CRE-luciferase signal, primary screen, cell-based, HEK293, CRE-luciferase reporter, bursicon stimulation | Drosophila bursicon receptor LGR2 (rickets) | bursicon-stimulated, 4 h | inhibition, % at 9.99 µM | 0.35% of 380,000 active;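 active = drop in luminescence signal, shown as inhibition above about 50% in the replicate tests, limit read from the data, passing the limit was not always enough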;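 note: agonist challenge used bursicon conditioned medium at about half maximal strength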
The depositor's hits bear a star. These rows are one share of the data; count on the stated rates, not on these rows.

SMILES	XiGFP reactiv	LGR2 inh
COc1ccccc1NC(=O)N(Cc1cccs1)Cc1cc2cc3c(cc2[nH]c1=O)OCO3	0.0	-6
Fc1ccc(CNC(=S)Nc2ccccc2Cl)cc1	0.0	6
COc1ccc(Cc2nnc(NC(=O)CSc3ccc(Cl)cc3)s2)cc1OC	0.1	11
C/C(=N\NC(=O)COc1ccccc1F)c1cc2ccccc2o1	0.0	-56
Cc1cccc(NC(=S)N2CCCCCC2)c1	0.1	-12
N#Cc1c(-c2ccc(Br)cc2)cc(-c2cccnc2)nc1N	0.0	-8
O=C(NCc1ccc(F)cc1)c1c2c(nc3ccccc13)CCN(Cc1ccccc1)C2	-0.3	9
CC(C)(C)c1ccc(C(=O)N2CCCN(C(=O)c3ccc(C(C)(C)C)cc3)CC2)cc1	-0.1	17
Cc1ccc(S(=O)(=O)NC2c3cccc4cccc(c34)C2Sc2ncccn2)cc1 (centres undefined)	0.1	-8
CCNC(=S)N/N=C/c1sc(N2CCCCC2)nc1-c1cccs1	0.2	-38
Cc1cccc(NC(=O)c2sc3nc(N)c(C#N)cc3c2N)c1	0.1	-83
CC(=O)Nc1ccc(S(=O)(=O)N(C)CC(=O)OCC(=O)NC(C)C23CC4CC(CC(C4)C2)C3)cc1 (centres undefined)	0.1	-13
O=[N+]([O-])c1ccccc1NCCOc1ccccc1	-0.1	-86
Cc1ccc(S(=O)(=O)Nc2ccc(Cl)cc2C(=O)c2ccccc2)cc1	-0.2	17
COC(=O)c1ccccc1NC(=S)NC(=O)C1CCCCC1	0.0	-2
COc1cc(/C=N/NC(=O)c2ccc(N(C)S(=O)(=O)c3ccccc3)cc2)cc(OC)c1OC	-0.1	20
CCCCCCOc1ccc(NC(=O)CC2C(=O)N(CC)C(=S)N2Cc2ccco2)cc1 (centres undefined)	-0.1	10
N#C/C(=C\c1cccc([N+](=O)[O-])c1)c1nnc2n1CCCCC2	0.3	20
CCOc1cccc(-c2cc(C(=O)N/N=C/c3ccc(OC)c(CN4CCOCC4)c3)c3ccccc3n2)c1	-0.1	26
O=C(CN(c1ccccc1)S(=O)(=O)c1ccccc1)N/N=C/c1ccco1	0.8	3
COC(C(=O)Nc1ccc(S(=O)(=O)Nc2ccc(C)c(C)c2)cc1)c1ccccc1 (centres undefined)	1.0	-1
Cc1cc(C)c2[nH]c(=O)c(CN(Cc3cccs3)C(=S)NCc3ccco3)cc2c1	-0.1	-13
O=C(Nc1ncc(Cc2ccc(C(F)(F)F)cc2)s1)c1ccc(-c2cccc([N+](=O)[O-])c2)o1	0.0	7
O=C(NC(=S)Nc1nc2c(ccc3ccccc32)s1)c1cccs1	0.2	38
O=C(COc1ccc2ccccc2c1)Nc1cccc(C(=O)Nc2ccccc2C(=O)O)c1	-0.1	-9
C/C=N/NC(=O)CCNC(=O)c1ccccc1	-0.1	6
CCOc1ccc(C(=O)NC(=S)Nc2ccc(NC(=O)c3ccco3)cc2)cc1[N+](=O)[O-]	-0.1	-13
CC(C)c1ccc(NC(=O)c2cc(S(=O)(=O)NCC3COc4ccccc4O3)ccc2F)cc1 (centres undefined)	0.7	2
N=C(N)N=Nc1c(O)[nH]c2ccc(Br)cc12	0.0	-16
CCCOc1ccc(/C=N/Nc2ccccc2[N+](=O)[O-])c(OCCC)c1	-0.1	8
Nc1ncc(Br)cc1Br	0.1	-22
Cn1cccc1/C=N/n1c(-c2ccco2)n[nH]c1=S	0.0	9
COc1cccc(/C=N/NC(=O)c2cnccn2)c1	0.2	-27
CCOC(=O)c1[nH]c2ccc(OC)cc2c1NC(=S)N1CCN(c2ccccc2OC)CC1	0.0	16
Cc1ccc(C(=O)N/C(=C/c2ccco2)C(=O)NCC2CCCO2)cc1 (centres undefined)	0.2	13
Cc1ccccc1Nc1cc(C(=O)NCc2ccco2)c2ccccc2n1	0.2	-1
O=[N+]([O-])c1cc(Cl)ccc1-c1nc(-c2ccccc2)no1	0.2	-52
O=C(CNc1ccccc1)N/N=C/c1ccc([N+](=O)[O-])cc1	0.0	-18
COc1ccc(C(C)NC(=O)Cc2ccc(Br)cc2)cc1 (centres undefined)	0.3	-5
CCOC(=O)Cc1csc(N/C(=N/S(=O)(=O)c2ccc(F)cc2F)c2ccccc2)n1	0.7	12
O=C(CSc1nc2ccccc2s1)Nc1ccc(N2CCOCC2)c(Cl)c1	0.3	8
CC1(C)OC2OC(COC(=O)c3ccc([N+](=O)[O-])cc3)C3OC(C)(C)OC3C2O1 (centres undefined)	0.0	-4
CCc1nc2c(c(=O)c3ccccc3n2C)c(=O)n1C1CCCCCC1	0.1	49
O=C(c1cccs1)N1N=C(c2ccc(O)cc2)CC1c1ccccc1 (centres undefined)	-0.2	3
O=C(COC(=O)c1ccc(Cl)c(Cl)c1)Nc1cccnc1Cl	0.3	-1

A different layout for part of the listing above:
canonical_smiles,XiGFP reactiv,LGR2 inh
O=C(NC(=S)Nc1nc2c(ccc3ccccc32)s1)c1cccs1,0.2,38
O=C(COc1ccc2ccccc2c1)Nc1cccc(C(=O)Nc2ccccc2C(=O)O)c1,-0.1,-9
C/C=N/NC(=O)CCNC(=O)c1ccccc1,-0.1,6
CCOc1ccc(C(=O)NC(=S)Nc2ccc(NC(=O)c3ccco3)cc2)cc1[N+](=O)[O-],-0.1,-13
CC(C)c1ccc(NC(=O)c2cc(S(=O)(=O)NCC3COc4ccccc4O3)ccc2F)cc1 (centres undefined),0.7,2
N=C(N)N=Nc1c(O)[nH]c2ccc(Br)cc12,0.0,-16
CCCOc1ccc(/C=N/Nc2ccccc2[N+](=O)[O-])c(OCCC)c1,-0.1,8
Nc1ncc(Br)cc1Br,0.1,-22
Cn1cccc1/C=N/n1c(-c2ccco2)n[nH]c1=S,0.0,9
COc1cccc(/C=N/NC(=O)c2cnccn2)c1,0.2,-27
CCOC(=O)c1[nH]c2ccc(OC)cc2c1NC(=S)N1CCN(c2ccccc2OC)CC1,0.0,16
Cc1ccc(C(=O)N/C(=C/c2ccco2)C(=O)NCC2CCCO2)cc1 (centres undefined),0.2,13
Cc1ccccc1Nc1cc(C(=O)NCc2ccco2)c2ccccc2n1,0.2,-1
O=[N+]([O-])c1cc(Cl)ccc1-c1nc(-c2ccccc2)no1,0.2,-52
O=C(CNc1ccccc1)N/N=C/c1ccc([N+](=O)[O-])cc1,0.0,-18
COc1ccc(C(C)NC(=O)Cc2ccc(Br)cc2)cc1 (centres undefined),0.3,-5
CCOC(=O)Cc1csc(N/C(=N/S(=O)(=O)c2ccc(F)cc2F)c2ccccc2)n1,0.7,12
O=C(CSc1nc2ccccc2s1)Nc1ccc(N2CCOCC2)c(Cl)c1,0.3,8
CC1(C)OC2OC(COC(=O)c3ccc([N+](=O)[O-])cc3)C3OC(C)(C)OC3C2O1 (centres undefined),0.0,-4

The listing continues:
SMILES	XiGFP reactiv	LGR2 inh
Cc1ccc2cc(C#N)c(SCC(=O)N3CCCc4ccccc43)nc2c1	-0.2	5
CCOC(=O)c1c(/N=C/c2cc(C)ccc2O)sc2c1CCC2	-0.1	-2
CCCCCC(=O)Nc1sc(C)c(C)c1C#N	0.2	-16
c1ccc(-c2cn3nc(-c4ccccc4)cnc3n2)cc1	0.0	-7
O=C(COC(=O)c1ccccc1N1C(=O)C2C3CCC(C3)C2C1=O)c1ccccc1 (centres undefined)	0.0	6
C[C@H](CO)N1C[C@H](C)[C@@H](CN(C)C(=O)Nc2ccc(C(F)(F)F)cc2)Oc2ccc(NC(=O)CCCCCC(=O)Nc3ccccc3N)cc2C1=O	-0.2	33
Cc1nn(C)c(C(=O)NNC(=S)NCC(C)C)c1Cl	0.4	-4
O=C(CNC(=O)C1CCCCC1)Nc1ccccc1	-0.1	-11
COc1ccc(CCNC(=O)CCNC(=O)c2ccc(Br)cc2)cc1OC	0.4	14
CCC1=NN(C(=O)c2cccnc2)C(O)(C(F)(F)F)C1 (centres undefined)	0.0	-12
COc1ccc(C2=CC(=O)OC(C)(c3ccccc3)O2)cc1 (centres undefined)	0.4	-28
NC(=O)Nc1cccc2ccccc12	-0.2	15
O=C(NNC(=S)Nc1ccc(OC(F)F)cc1)c1cc2c(s1)CCCC2	0.0	-13
CC(C)NS(=O)(=O)c1ccc(NC(=O)Cc2cccs2)cc1	0.0	-23
COc1ccc(C(C)NC(=O)c2ccc(Cl)cc2)cc1OC (centres undefined)	-0.1	-3

One compound at a time, as listed above. Order of values: XiGFP reactiv, LGR2 inh
`O=C(CNC(=O)C1CCCCC1)Nc1ccccc1` is listed with -0.1, -11
`COc1ccc(CCNC(=O)CCNC(=O)c2ccc(Br)cc2)cc1OC` is listed with 0.4, 14
`COc1ccc(C(C)NC(=O)c2ccc(Cl)cc2)cc1OC` (centres undefined) is listed with -0.1, -3

(continued)
SMILES	XiGFP reactiv	LGR2 inh
N#Cc1ccc(-c2csc(NC(=O)/C=C/c3cccs3)n2)cc1	0.2	23
FC(F)(F)c1cccc(NC(=S)NC2CCCC2)c1	0.1	-8
COc1ccc(CCN(Cc2ccc(C(C)C)cc2)S(=O)(=O)c2ccc(S(=O)(=O)N(C)C)cc2)cc1OC	-0.1	11
CN=C1S/C(=C\c2cn(CC(=O)OC)c3ccccc23)C(=O)N1C	0.2	-4
COc1cccc(/C=N/NC(=O)CN(C2=NS(=O)(=O)c3ccccc32)c2ccccc2)c1	0.4	-14
CCc1cccc(CC)c1NC(=O)CCCSc1nc2ccccc2s1	0.1	3
CCOC(=O)/C(C#N)=C/c1ccc(N2CCCCC2)cc1	0.0	-63
Cc1cccc(C(=O)Nc2ccccc2SCC(=O)Nc2ccc(C)c(Cl)c2)c1	0.2	-38
CCOC(=O)c1c(C)c(C(=O)NCc2ccc3c(c2)OCO3)c(C)n1CC	0.2	-4
N/C(=N\OC(=O)CCC1CCCC1)c1cccnc1	0.0	-7
O=C(CNS(=O)(=O)c1ccccc1)NCC(=O)OCc1ccccc1F	-0.1	13
C[C@H]1CN([C@@H](C)CO)C(=O)Cc2cc(NC(=O)Nc3ccccc3)ccc2O[C@@H]1CN(C)Cc1ccc(C(=O)Nc2ccccc2N)cc1	0.0	8
COc1ccc(-c2csc(/C=C/c3ccc4c(c3)OCO4)n2)cc1OC	0.0	-8
COc1ccc(/C=C2/C(=O)OCc3cc(OC)c(OC)cc32)c(OC)c1	0.0	-31
COc1ccc([N+](=O)[O-])cc1C(=O)Nc1ccc(OCC(=O)N2CCOCC2)cc1	0.2	3
O=C(C[n+]1cc(-c2ccc(F)cc2)n2c1CCC2)Nc1nc(-c2ccc(F)cc2)cs1	-0.1	5
CC(C)(CO)NCC(=O)Nc1cc(C(F)(F)F)cc(NC(=O)CNC(C)(C)CO)c1Cl	1.7	34
Cc1ccccc1NC(=O)N1c2ccccc2CC1C (centres undefined)	0.1	2
COC(=O)c1ccc(CSc2nnc(NC(=O)C3CC(=O)N(c4ccc5c(c4)OCCO5)C3)s2)cc1 (centres undefined)	0.2	-3
CC1CCCCN1S(=O)(=O)c1ccc(N(C(=O)c2cnccn2)C(C(=O)NC2CCCCC2)c2cccs2)cc1 (centres undefined)	0.0	6
COc1ccc(NC(=O)CC2S/C(=N\c3nccs3)N(C)C2=O)cc1 (centres undefined)	0.0	-8
Cc1ccc(C)c(NC(=S)NNC(=O)c2csc(C)c2C)c1	-0.1	-26
Cc1ccc(C(C(=O)Nc2ccc3c(c2)OCO3)N(C)C(=O)Cc2c[nH]c3ccccc23)cc1 (centres undefined)	0.0	14
COc1ccc(Nc2ccc(S(=O)(=O)N3CCCCC3)cc2[N+](=O)[O-])cc1OC	0.0	-18
CCOC(=O)c1sc2ccc(S(=O)(=O)N3CC(C)CC(C)C3)cc2c1N (centres undefined)	0.5	-7
Cc1ccccc1OCCNc1cc(N2CCN(CCO)CC2)ccc1[N+](=O)[O-]	0.1	-6
C/C(Cn1cnc([N+](=O)[O-])n1)=N\NC(=O)c1ccncc1	0.1	17
O=C(NCc1cccc(F)c1)c1ccc(N2C(=O)Cn3c(cc4sccc43)C2=O)cc1	0.2	4
O=C1S/C(=C\C=C\c2ccco2)C(=O)N1c1ccccc1	0.3	-21
COc1ccc2ncc(S(=O)(=O)c3ccccc3)c(N3CCN(c4ccccc4)CC3)c2c1	0.1	-6
O=C(CSc1nc2c(sc3ccccc32)c(=O)n1-c1ccccc1)NCc1ccco1	0.0	10
COc1cc(/C=N\NC(=O)C2CC3C=CC2C3)ccc1O (centres undefined)	0.0	-4
O=C(CSc1nc(-c2ccccc2)cc(C(F)(F)F)n1)NCc1cccs1	-0.1	16
O=C(Nc1ccc(Cl)cc1F)c1ccccc1Br	0.1	-53
Cc1csc(NC(=O)CSc2ccc3nnc(CCNS(=O)(=O)c4ccccc4)n3n2)n1	-0.1	29
CN(C)c1cccc(C(=O)N/N=C/c2ccsc2)c1	0.2	-1
CC(C)(C)NS(=O)(=O)c1cc(C(=O)Nc2sccc2C#N)ccc1Cl	0.4	22

Source: PubChem BioAssay (Broad Institute)
